From PubChem
Rin1-Abl PPI inh: blocks binding of human Rin1 to Abl | inhibition, % at 7.35 µM | P00519+Q13671 | TR-FRET Rin1/Abl binding, biochemical | actives 0.4% (n = 360,000); in the data active means inhibition above about 5%, passing the limit was not always enough
NadD block: NadD (S. aureus) enzyme inhibition; actives 0.78% (n = 360,000); purified NadD enzyme, colorimetric absorbance read-out; inhibition, % at 20 µM; in the data active means inhibition above about 26%; further: some compounds past the cut are filed as inactive
CSN inh: blocks human CSN-mediated cullin deneddylation | Purified CSN, SCF-Nedd8-OG deneddylation, fluorescence polarization | inhibition, % at 12.5 µM | actives 0.38% (n = 360,000);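 active means pattern-corrected inhibition above about 35%, with an unprinted fluorescence ratio check between 0.5 and 1.5, limit read from the data, passing the limit was not always enough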;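 further: 0% = enzyme with substrate and 100% = substrate without enzyme; some results filed as inactive read as strong as hits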
Target sequence (Q92905 whole entry, looked up, one chain of several): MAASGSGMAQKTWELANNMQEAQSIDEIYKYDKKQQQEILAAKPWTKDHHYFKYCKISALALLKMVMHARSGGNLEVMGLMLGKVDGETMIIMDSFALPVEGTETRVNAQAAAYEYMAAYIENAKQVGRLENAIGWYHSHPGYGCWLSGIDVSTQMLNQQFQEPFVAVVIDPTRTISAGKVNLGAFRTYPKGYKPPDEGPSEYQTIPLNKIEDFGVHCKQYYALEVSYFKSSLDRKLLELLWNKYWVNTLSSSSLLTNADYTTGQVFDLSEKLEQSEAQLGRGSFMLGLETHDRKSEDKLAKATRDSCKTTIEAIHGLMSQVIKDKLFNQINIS
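Assay system: Purified human Csn5 enzyme expressed in HEK293T cells | Amount: Enzyme 0.24 nM | Measured by: Fluorescence polarization readout | Medium: Tris/NaCl/DTT buffer, pH 7.5 | Compound dosing: One concentration, 12.5 µM, 0.25% DMSO | Times: 90 min incubation of compound, enzyme and substrate at room temperature | Control set: no-enzyme wells high, enzyme-with-substrate wells low | Read-out: % inhibition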
STEP inh: blocks human striatal-enriched tyrosine phosphatase. recombinant STEP, OMFP fluorogenic substrate, fluorescence. P54829. inhibition, % at 20 µM. actives 0.25% (n = 360,000);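 active means inhibition at 20 µM, scaled per plate between control wells, above about 37%, limit read from the data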;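 further: 0% = DMSO with enzyme and substrate and 100% = substrate only without enzyme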
Target sequence (P54829 whole entry, looked up): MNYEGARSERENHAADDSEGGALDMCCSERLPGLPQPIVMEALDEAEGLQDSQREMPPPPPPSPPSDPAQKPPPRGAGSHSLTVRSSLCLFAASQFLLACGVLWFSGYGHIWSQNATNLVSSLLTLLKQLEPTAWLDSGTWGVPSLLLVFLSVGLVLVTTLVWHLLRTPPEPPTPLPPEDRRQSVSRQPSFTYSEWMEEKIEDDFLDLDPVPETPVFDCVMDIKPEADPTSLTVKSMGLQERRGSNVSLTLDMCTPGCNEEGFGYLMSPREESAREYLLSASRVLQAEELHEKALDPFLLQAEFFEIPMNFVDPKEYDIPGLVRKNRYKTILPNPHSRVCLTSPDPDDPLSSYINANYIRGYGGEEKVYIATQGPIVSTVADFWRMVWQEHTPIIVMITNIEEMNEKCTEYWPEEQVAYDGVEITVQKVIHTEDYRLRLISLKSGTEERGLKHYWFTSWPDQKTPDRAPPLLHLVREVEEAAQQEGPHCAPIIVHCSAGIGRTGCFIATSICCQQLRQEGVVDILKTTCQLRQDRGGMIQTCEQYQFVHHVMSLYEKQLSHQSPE
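Measure: Control-normalized % inhibition with plate pattern correction | Test system: STEP phosphatase, cell-free reaction | Medium: pH 6.0 Bis-Tris with DTT and Tween 20 | Technique: Fluorescence, 480/540 nm | Times: Reaction 20 min, ambient temperature | Doses: Single compound dose of 20 µM, 1% DMSO final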
Neddyl block: inhibitors of human cullin neddylation. P61081+Q13564. TR-FRET cullin neddylation, biochemical. calls only at 25 µM. actives 0.58% (n = 360,000); in the data active means inhibition above about 36%
DNMT1 inh: blocks human DNA methyltransferase DNMT1; actives 0.83% (n = 360,000); inhibition (reported as % activation of signal), % at 10 µM; DNMT1 molecular beacon, Hinp1I cleavage, fluorescence; P26358; in the data active means inhibition above about 50%
LMPTP block: LMPTP (human) inhibition; recombinant LMPTP-A, OMFP fluorogenic substrate, fluorescence intensity; inhibition, % at 20 µM; P24666; actives 0.22% (n = 360,000); AID 651560;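 active means compounds that cut the enzyme signal by at least half of the control window in the single-dose screen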;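 further: plate controls were DMSO wells with enzyme plus substrate for no effect and substrate without enzyme for full effect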
Target sequence (P24666 whole entry, looked up): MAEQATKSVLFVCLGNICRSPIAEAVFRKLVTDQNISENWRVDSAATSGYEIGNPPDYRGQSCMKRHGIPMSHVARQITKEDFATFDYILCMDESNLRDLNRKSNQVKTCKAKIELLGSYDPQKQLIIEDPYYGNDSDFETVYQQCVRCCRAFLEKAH
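test system = LMPTP-A | amount = 0.625 nM LMPTP-A final | reagent = fluorogenic phosphatase substrate OMFP at 400 µM final | incubation = 50 min at room temperature | benchmarks = no-enzyme low control, uninhibited high control | medium = Bis-Tris pH 6.0, DTT, detergent | signal = fluorescence intensity of OMFP turnover product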
Rpn11 block: Rpn11 (human) deubiquitinase inhibition. O00487. human 26S proteasome, Ub4-pepOG fluorescence polarization; 20S core pre-blocked with epoxomicin. calls only at 20 µM. actives 0.59% (n = 360,000);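 active means inhibition at 20 µM, scaled to each plate's controls, above about 33%, limit read from the data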
Scp-1 inhibitor: inhibitors of human Scp-1 phosphatase. Q9GZU7. Recombinant Scp1, phosphopeptide, malachite green phosphate absorbance. inhibition, % at 20 µM. actives 0.88% (n = 340,000). AID 493091;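 active means inhibition above about 50% at 20 µM, limit read from the data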;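 further: plate controls were DMSO wells with enzyme for no effect and wells lacking enzyme for full effect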
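assay system = SCP-1 phosphatase catalytic domain, residues 76-261 | buffer or medium = 50 mM Tris acetate pH 5.5, 0.005% Tween-20, 10 mM MgCl2 | incubation = enzyme reaction 45 min at room temperature, colour 5 min, stabilisation 30 min | signal = Phosphate-binding colour reagent, absorbance read at 630 nm | measure = % inhibition at 20 µM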
SUMO1 PPI mod: SUMO1-SIM interaction modulation | AID 602429 | P63165 | actives 0.33% (n = 360,000) | inhibition, % at 20 µM | SUMO1 binding to a labelled peptide, TR-FRET, 1 h; in the data active means inhibition above about 37%
Numbers without * were called inactive; i = inactive; · = not tested or not shown.

molecule	Rin1-Abl PPI inh	NadD block	CSN inh	STEP inh	Neddyl block	DNMT1 inh	LMPTP block	Rpn11 block	Scp-1 inhibitor	SUMO1 PPI mod
Cc1cc(C)c(C#N)c(SCc2ccc(C(=O)O)cc2)n1	2	-5	2	-1	i	2	0.8	i	-2	6
O=S(=O)(Nc1cccc(Oc2cnccn2)c1)c1ccc(F)cc1	-1	0	5	-1	i	3	-0.2	i	-3	-1
Cc1cccc(N2CCN(C(=O)c3c(C)nn(Cc4ccccc4Cl)c3C)CC2)c1C	1	-5	-3	0	i	-8	2.3	i	2	0
Cc1ccc(NC(=O)Nc2cc(S(C)(=O)=O)ccc2Cl)cc1	-2	-2	-2	0	i	-3	1.2	i	-8	3
Sc1oc(-c2ccccc2)cc1C=Nc1ccccc1	0	13	14	6	i	-14	2.2	i	-4	-20
O=C(CN(CCc1ccccc1)S(=O)(=O)c1ccc(Cl)cc1)N/N=C/c1ccccc1C(=O)O	1	4	-3	0	i	-2	-0.5	i	-5	3
CC(C)(O)CCCC(C)(O)c1ccc(C(=O)O)cc1O (stereo not given)	-2	-2	3	-2	i	27	-1.4	i	61*	8
COc1ccc(-c2nn(-c3ccccc3)cc2/C=N/NC(N)=S)cc1OC	-2	8	4	-6	i	-6	-0.9	i	-2	-4
COc1ccc(N(CC(=O)Nc2cc(Cl)ccc2C)S(=O)(=O)c2c(C)noc2C)cc1	0	-2	1	2	i	-1	0.4	i	-13	-3
CC1C(c2ccccc2)=[N+]([O-])C2(CCCCC2)N1O (stereo not given)	2	-6	2	-10	i	-1	-0.6	i	-4	-2
COc1cc2cc(C(=O)NCCc3ccccc3)[nH]c2cc1OC	-1	0	6	-1	i	-4	-1.1	i	-9	5
Cn1nc(C(=O)Nc2ccc3c(c2)OCCO3)c2ccccc2c1=O	0	-2	4	2	i	-2	0.3	i	-12	-13
COc1ccc2oc(C(=O)OCC(=O)c3ccc4c(c3)OCCO4)c(C)c2c1	-1	-7	2	3	i	-3	1.6	i	-8	-6
Brc1ccc2nc(-c3ccccc3)c(Cc3ccsc3)n2c1	2	9	-1	-4	i	33	1.3	i	·	12
NS(=O)(=O)c1ccc(NC(=O)Cn2ncc3c2-c2ccccc2OC3)cc1	2	-2	6	-1	i	1	-0.6	i	7	3
O=C(COC(=O)c1cccs1)NC12CC3CC(CC(C3)C1)C2	1	-1	-2	-2	i	0	-0.3	i	-8	1
COc1cc(CCC(=O)Nc2cc(C)cc(C)c2)cc(OC)c1OC	-3	4	-5	2	i	-1	-0.2	i	-9	-3
CCCCNC(=S)N/N=C1\C(=O)c2cccc3cccc1c23	-2	10	-1	2	i	4	1.6	i	-9	-7
Cc1c(NC2(C#N)CCCCC2)c(=O)n(-c2ccccc2)n1C	1	3	-6	0	i	-3	1.8	i	5	1
CN(C)c1nc(NC(C)(C)C)nc(SCC(=O)Nc2ccccc2)n1	-4	-2	2	2	i	3	0.5	i	-4	2
Cc1nc(Nc2cccc(Cl)c2)c2oc3ccccc3c2n1	0	-4	-1	-1	·	0	2.7	i	-9	1
Clc1ccc(-c2cc(COc3ccccc3)on2)cc1	1	-5	-3	2	i	6	4.5	i	0	-5
O=C(CCc1c[nH]c2ccccc12)N1CCN(S(=O)(=O)c2ccc([N+](=O)[O-])cc2)CC1	-5	-4	-1	-1	i	1	-0.2	i	·	-33
Cn1nc(C(=O)N2CCN(c3cccc(Cl)c3)CC2)c2c1-c1ccccc1S(=O)(=O)C2	0	6	2	0	i	-1	0.6	i	-7	0
Cc1cccc(N2CCN(C(=S)Nc3ccc4nc5n(c(=O)c4c3)CCCCC5)CC2)c1C	-1	-3	-6	11	i	19	-1.1	i	6	-2

Three entries from above, arranged by the number in Scp-1 inhibitor, high to low.
canonical_smiles | Scp-1 inhibitor
Cc1cc(C)c(C#N)c(SCc2ccc(C(=O)O)cc2)n1 | -2
COc1ccc2oc(C(=O)OCC(=O)c3ccc4c(c3)OCCO4)c(C)c2c1 | -8
Cn1nc(C(=O)Nc2ccc3c(c2)OCCO3)c2ccccc2c1=O | -12

Gathered by group: those above with a thiophene ring, fused or not (two)
molecule	Rin1-Abl PPI inh	NadD block	CSN inh	STEP inh	Neddyl block	DNMT1 inh	LMPTP block	Rpn11 block	Scp-1 inhibitor	SUMO1 PPI mod
Brc1ccc2nc(-c3ccccc3)c(Cc3ccsc3)n2c1	2	9	-1	-4	i	33	1.3	i	·	12
O=C(COC(=O)c1cccs1)NC12CC3CC(CC(C3)C1)C2	1	-1	-2	-2	i	0	-0.3	i	-8	1

(further entries)
molecule	Rin1-Abl PPI inh	NadD block	CSN inh	STEP inh	Neddyl block	DNMT1 inh	LMPTP block	Rpn11 block	Scp-1 inhibitor	SUMO1 PPI mod
O=C1CC(c2ccccc2)n2nc(N3C(=O)CCC3=O)nc2N1 (stereo not given)	-3	-1	3	-2	i	5	-2.2	i	-7	-3
CC(C)NC(=O)C(=O)NCC(c1ccc2c(c1)OCO2)N1CCOCC1 (stereo not given)	-1	-10	-1	-3	i	2	0.2	i	-9	-3
COCCOC(=O)c1c(NC(=O)CN2CCCc3ccccc32)sc(C(N)=O)c1C	3	-3	-1	-1	i	-9	-1.3	i	-8	9
Cc1cccc(NC(=O)C2CCN(C(=O)N3CCOc4ccccc43)CC2)c1C	3	2	4	-1	i	1	0.0	i	-5	-2
O=C(O)C1CC(O)CN1C(=O)c1ccco1 (stereo not given)	0	-4	-2	-1	i	3	1.6	i	-3	0
O=C1CCCC/C1=C/Nc1ccc2c(c1)OCO2	-4	-1	8	1	i	-15	-0.5	i	-9	3
CCn1c(SCC(=O)Nc2ccc(Br)cn2)nnc1C1CC1	-1	2	5	0	i	6	-0.4	i	5	21
CC(C)NC(=O)Nc1cccc2c1O[C@H](CN(C)S(=O)(=O)c1ccc(F)cc1)[C@@H](C)CN([C@H](C)CO)C2=O	1	-3	-2	0	i	-1	-1.4	i	4	3
NC(=O)CSc1oc(-c2ccco2)nc1S(=O)(=O)c1ccc(Cl)cc1	1	-7	2	2	i	-6	-1.9	i	5	0
CCO/C=C1\N=C(c2ccc(F)cc2)OC1=O	-2	2	3	-4	i	3	-1.7	i	2	4
O=C(c1c[nH]c(C(=O)C(Cl)(Cl)Cl)c1)c1ccc(F)cc1F	1	-3	0	3	i	2	-1.7	i	-4	-1
Cn1c(=O)nc2n(Cc3ccccc3)c3cccc(Cl)c3cc-2c1=O	-12	5	1	4	i	-4	0.1	i	-5	-27
COc1ccccc1N(CC(=O)NC1CCCC1)C(=O)CCCC(=O)Nc1ccccn1	2	-5	-6	0	i	1	-1.3	i	2	-2
Cc1ccc(NNC2CC(=O)N(c3cccc(Cl)c3)C2=O)cc1 (stereo not given)	1	0	-2	2	i	-3	-0.1	i	-1	-7
CCOc1cc(CNc2ccc(N(C)C)cc2)cc(Br)c1OCC(=O)NC(C)(C)C	0	-5	-2	-1	i	-6	-2.4	i	-9	0
CCOc1ccc(CN2CCN(Cc3[nH]c4ccc(OC)cc4c3C)CC2CCO)cc1 (stereo not given)	4	-9	-4	-1	i	4	0.6	i	-1	-1
C/C(Cl)=C\Cn1c(N2CCCCCC2)nc2c1c(=O)n(C)c(=O)n2C	3	1	0	-1	i	1	1.1	i	0	0
CCOc1cc(-c2c(C)c(CC)nc(N)c2C#N)ccc1O	0	3	4	2	i	-5	2.5	i	-1	0
COC(=O)[C@H]1[C@H]2C[C@@H]3c4[nH]c5cc(OC)ccc5c4CCN3C[C@H]2C[C@@H](OC(=O)c2ccc(N)cc2)[C@@H]1OC	-1	13	12	-2	i	-19	4.5	·	-9	4
CCCCn1c(SCC(=O)NCCc2ccc(OC)c(OC)c2)nc2c1c(=O)n(C)c(=O)n2C	3	-2	-6	0	i	-8	-0.4	i	-6	1
CCOc1ccc(S(=O)(=O)N2CCN(C3CC(=O)N(c4cccc(C(C)=O)c4)C3=O)CC2)cc1 (stereo not given)	0	18	0	0	i	-9	0.8	i	0	3
CC1(C)CC(=O)C2=C(C1)Nc1[nH]c(=S)[nH]c(=O)c1C2c1ccccc1 (stereo not given)	-1	-2	-3	-3	i	1	2.4	i	12	1
Cc1cccn2c(=O)c3cc(C(=O)NC4CCCCC4)c(=N)n(Cc4ccc(F)cc4)c3nc12	1	14	5	1	·	33	11	i	15	-5
CN(CC(=O)Nc1sccc1C#N)Cc1ccccc1	-3	0	-1	-1	i	-6	1.4	i	-8	3
CCOC(=O)c1nc(NCc2cccnc2)c2ccccc2n1	0	2	1	-1	i	-1	1.4	i	-5	-1
Cc1cccc(C(=O)Nc2cccc(C(=O)NC3CCCC3)c2)c1	-3	-9	-2	-2	i	0	-0.3	i	-8	2
O=C(COC(=O)c1ccccc1O)Nc1cccc2ccccc12	1	-4	7	-2	·	37	0.3	i	0	6
CCOC(=O)C1C(c2ccc(O)c(O)c2)NC(=S)NC1(O)C(F)(F)F (stereo not given)	2	0	-9	0	i	9	-1.5	i	-13	1
Cc1ccccc1CSc1nnc(-c2ccncc2)n1C	-1	-3	5	-1	i	2	0.5	i	-6	-3
O=C(CSc1n[nH]c(=O)[nH]c1=O)c1ccccc1	-1	-4	-3	-1	i	0	-1.5	i	-2	-6
COc1ccc(C(=O)Nc2ccc(OC)c(OC)c2)cc1	0	-11	-9	-2	i	0	-1.3	i	-4	-3
C=CCn1c(CCNC(=O)c2cccs2)nnc1SCC(=O)Nc1cccc(C(C)=O)c1	-2	1	4	-4	i	0	0.0	i	-6	-5
Cc1cc(O)c(CN2CCN(S(=O)(=O)c3cccs3)CC2)cc1C(C)C	2	1	-5	1	i	4	3.7	i	-2	4
Cc1ccc(C(=O)/C=C/c2c[nH]c3ccccc23)cc1	1	-4	-1	0	i	-23	4.5	i	-13	-21
NNc1nccc(Nc2ccccc2C(=O)O)n1	2	6	4	0	i	2	20	i	66*	27
Cn1c(C(=O)O)c(C=O)c2ccccc21	-2	1	9	-2	i	1	-0.6	i	6	3
CN(c1cccc(NC(=O)CN(c2cccc(Cl)c2)S(=O)(=O)c2ccc(Cl)cc2)c1)S(C)(=O)=O	0	-5	-7	-3	i	-5	0.5	i	-4	0
Cc1cc(C(=O)O)c2ccccc2n1	5	3	2	-2	i	-3	-1.2	i	-4	-5
Cn1c(SCC(=O)N2CCCC2)nnc1-c1cccs1	3	0	2	-1	i	0	-0.9	i	-3	6
O=C(/C=C/c1ccc([N+](=O)[O-])cc1)Oc1ccc(/C=N/NC(=O)c2ccncc2)cc1	-1	-9	5	2	i	5	47	i	-7	47*
